High-throughput results (PubChem BioAssay)
DAX1 inh-1: blocks DAX1 repression of SF-1 activated StAR promoter; 1.1% of 370,000 active; HEK293T StAR-luciferase reporter, SF-1/DAX-1 repression relief; inhibition, % at 6.8 µM; AID 652010;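 active = inhibition above the mean over all tested compounds plus 3 SD, cut at about 3.6% in these data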;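 also: 0% = DAX-1 cells with DMSO and 100% = cells lacking DAX-1 with DMSO; higher inhibition means more luminescence from relief of DAX-1 repression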
SMARCA2 act: increases SMARCA2 function in MMTV reporter cells. MG213 cells, MMTV-luciferase reporter, dexamethasone, overnight. 1% of 370,000 active. AID 652017. activation, % at 9.1 µM; in the data active = activation above about 7.8%;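 also: 0% = vehicle wells and 100% = reference activator wells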
DAX1 inh-2: inhibits human nuclear receptor DAX1; P51843; HEK293 Gal4-DAX1 luciferase reporter, luminescence; inhibition, % at 6.75 µM; 0.99% of 340,000 active; AID 504766;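 active = inhibition above the mean over all tested compounds plus 3 SD, cut at about 4.2% in these data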;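 also: 0% = DAX1-transfected cells with DMSO and 100% = empty-vector control cells with DMSO; inhibition shows as a rise in luminescence from relieved DAX1 repression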
MBD2 DNA inh: inhibitors of human MBD2 binding to methylated oligonucleotide | Q9UBB5 | TR-FRET | inhibition, % at 4.4 µM | 0.31% of 370,000 active; in the data active = inhibition above about 13%
Target sequence (Q9UBB5 whole entry, looked up): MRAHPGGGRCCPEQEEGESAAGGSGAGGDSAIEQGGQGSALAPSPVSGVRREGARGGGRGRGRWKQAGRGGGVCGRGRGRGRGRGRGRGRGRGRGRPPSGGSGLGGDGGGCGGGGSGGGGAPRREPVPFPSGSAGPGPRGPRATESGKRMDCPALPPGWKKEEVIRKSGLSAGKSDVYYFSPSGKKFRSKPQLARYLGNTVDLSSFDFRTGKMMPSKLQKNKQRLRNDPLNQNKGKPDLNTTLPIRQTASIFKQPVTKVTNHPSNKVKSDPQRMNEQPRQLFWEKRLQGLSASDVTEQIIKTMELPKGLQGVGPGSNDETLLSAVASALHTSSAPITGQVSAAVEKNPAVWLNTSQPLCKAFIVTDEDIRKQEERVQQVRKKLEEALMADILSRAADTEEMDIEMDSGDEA
hcDAF-12 act: H. contortus DAF-12 activation, primary screen; HEK293 hcDAF-12 lit1-tk-luc reporter, luminescence; 0% DMSO, 100% Δ7-dafachronic acid; activation, % at 6.8 µM; 1.4% of 370,000 active;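 active = activation above the mean of all tested compounds plus 3 SD, cut at about 5.5% in these data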;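 also: 100% = response to 3 µM Δ7-dafachronic acid high control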
Rev-erbA mod: Rev-erb alpha (human) modulation; Rev-erbα–FITC-DNA binding, fluorescence polarization, 90 min; activity, % at 10 µM; 0.79% of 370,000 active;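 active = activity above about 14%, limit read from the data; passing the limit was not always enough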;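 also: 0% = DMSO wells with 35 nM protein and 100% = DMSO wells with 750 nM protein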
ssDAF-12 act: activators of S. stercoralis DAF-12 nuclear receptor | 1% of 370,000 active | HEK293 ssDAF-12/GRIP1 lit1-tk-luc reporter, luminescence; % of 3 µM dafachronic acid response | activation, % at 6.8 µM | AID 652126;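 active = activation above the mean over all tested compounds plus 3 SD, cut at about 0.9% in these data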;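 also: 0% = DMSO-only wells and 100% = 3 µM delta7-dafachronic acid wells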
PLC-gamma1 inh: PLC-gamma1 (human) inhibition, primary screen; P19174; 0.84% of 370,000 active; AID 720700; inhibition, % at 12.2 µM; purified PLC-gamma1, fluorogenic substrate, fluorescence; in the data active = inhibition above about 9.5%
PLC-beta3 inh: blocks human PLC-beta3 enzyme activity; inhibition, % at 12.2 µM; Purified PLC-beta3, fluorogenic substrate, fluorescence; 0.18% of 370,000 active; in the data active = inhibition above about 11%;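 also: 0% = median of compound wells on plate and 100% = full blocker control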
hgDAF-12 ag: hgDAF-12 agonism, primary luciferase screen | AID 687014 | activation, % at 6.8 µM | HEK293 GAL4-hgDAF12 UAS-luciferase reporter, agonist luminescence; normalized to butyrate control | 1.8% of 370,000 active;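 active = activation above a cutoff set at the mean of all screened compounds plus 3 SD, cut at about 10% in these data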;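 also: 0% = DMSO wells and 100% = sodium butyrate wells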
ADAM17 inh: inhibitors of human ADAM17; P78536; recombinant ADAM17, EDANS/DABCYL FRET peptide cleavage; inhibition, % at 6.95 µM; 0.83% of 370,000 active;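 active = inhibition above the mean of compounds lying between control limits plus 3 SD, set per campaign, cut at about 8.5% in these data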;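 also: 0% = DMSO-only wells as the low control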
Target sequence (P78536 215-824 limits assumed): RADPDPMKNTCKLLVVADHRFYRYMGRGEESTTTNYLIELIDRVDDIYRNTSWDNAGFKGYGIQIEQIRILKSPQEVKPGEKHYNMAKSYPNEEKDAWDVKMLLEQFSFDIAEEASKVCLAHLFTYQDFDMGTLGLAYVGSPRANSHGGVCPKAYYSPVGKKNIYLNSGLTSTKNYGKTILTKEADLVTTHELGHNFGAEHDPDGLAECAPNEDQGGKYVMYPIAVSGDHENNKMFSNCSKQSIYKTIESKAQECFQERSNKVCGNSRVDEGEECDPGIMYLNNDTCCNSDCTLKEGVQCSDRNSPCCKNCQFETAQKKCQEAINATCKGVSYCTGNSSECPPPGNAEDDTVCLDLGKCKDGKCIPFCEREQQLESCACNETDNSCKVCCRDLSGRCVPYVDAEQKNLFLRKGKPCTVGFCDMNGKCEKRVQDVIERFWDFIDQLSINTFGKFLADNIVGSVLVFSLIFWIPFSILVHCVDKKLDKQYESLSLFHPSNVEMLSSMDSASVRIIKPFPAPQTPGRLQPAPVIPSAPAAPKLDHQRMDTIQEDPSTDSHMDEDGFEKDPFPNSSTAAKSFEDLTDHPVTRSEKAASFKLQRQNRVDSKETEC
* hit, by the source's call; nt = not tested or not shown.

SMILES	DAX1 inh-1	SMARCA2 act	DAX1 inh-2	MBD2 DNA inh	hcDAF-12 act	Rev-erbA mod	ssDAF-12 act	PLC-gamma1 inh	PLC-beta3 inh	hgDAF-12 ag	ADAM17 inh
CCCOC(=O)/C(C(N)=NCc1ccccc1)=C(\O)OCCC	-0.8	3	-2.0	2	0.3	0	-1.1	-2	0	-0.8	4
CC(NC(=O)C12CC3CC(CC(C3)C1)C2)C(=O)NN=Cc1ccc([N+](=O)[O-])o1 (stereo not given)	-3.1	-2	-1.3	-1	0.6	9	1.6*	-10	-13	-7.3	-5
Cc1nn(C(C)C(=O)Nc2ccc3c(c2)OCO3)c(C)c1[N+](=O)[O-] (stereo not given)	0.3	4	-0.7	-2	-1.9	5	-0.3	-1	-3	-1.2	-1
COCCNCC(=O)Nc1ccc(OC(F)(F)F)cc1	0.4	4	2.0	-6	-1.7	-3	-0.2	6	-2	-0.8	3
CCn1c(=O)cc(OCC(=O)NC(C)c2ccc3c(c2)OCCO3)c2ccccc21 (stereo not given)	-0.6	-4	-2.1	-4	-1.6	-6	-1.3	3	3	-2.3	-1
Cc1cc(C)n(CCC(=O)N2CCCC(Nc3ccc(F)cc3)C2)n1 (stereo not given)	0.3	-4	-0.4	0	2.5	-1	-0.4	3	-5	-4.0	3
CC(CCN1CCC(C(O)(c2ccccc2)c2ccccc2)CC1)Oc1cccc(Cl)c1 (stereo not given)	-0.1	7	nt	-4	3.8	7	-0.6	3	3	0.2	1
CC1=C(C(=O)OCC2CCCCC2)C(c2ccc(O)cc2)NC(=O)N1 (stereo not given)	0.1	-1	-0.6	-4	-2.8	13	-1.4	2	-5	-1.4	0
COC(=O)COc1cccc(NS(=O)(=O)c2ccc(NC(C)=O)cc2)c1	0.2	-4	1.1	-6	0.3	-2	-1.5	0	3	0.9	-2
O=C(NCCN1CCOCC1)C12CC3CC(C1)CC(c1ccccc1)(C3)C2	0.2	3	0.2	2	-1.5	-3	-0.6	1	0	-3.9	-3
Cc1c(Cl)cccc1NC(=O)CSc1nc(=O)n(CCCN2CCOCC2)c2c1CCCC2	0.2	-4	1.0	0	-0.9	-2	-1.0	0	4	0.1	-2
CC12CCC(C(N)=O)(c3nc4ccccc4nc31)C2(C)C (stereo not given)	0.5	-1	0.2	13*	2.3	3	-0.8	0	1	1.3	-4
Cc1ccc(N(C(=O)Cn2nnc(-c3ccc(C)o3)n2)C(C(=O)NC2CCCC2)c2ccncc2)cc1 (stereo not given)	-0.2	2	0.2	-3	-1.8	0	-0.8	0	-2	-0.8	-1
O=C(O)CCCNS(=O)(=O)c1cccc2nsnc12	0.0	3	0.2	-5	1.9	-5	-0.4	4	2	-0.9	-4
O=C(CCc1ccccc1)NC(NC(=S)Nc1ccc(Br)cc1)C(Cl)(Cl)Cl (stereo not given)	-0.9	-3	-1.0	4	-2.7	6	-1.8	1	-2	-2.6	-1
CCOC(=O)C1CCN(C(=O)CNC(=O)OC(C)(C)C)CC1	-0.1	0	-0.1	-1	0.9	-2	-1.5	0	2	0.8	-1
O=C1NC[C@@H](CCCCN2C[C@H](Cc3ccc(O)cc3)N(CC3CCCCC3)C(=O)C2=O)N(Cc2ccccc2)C1=O	0.7	3	nt	7	0.1	-10	-0.5	4	0	-1.8	0
CN1CCN(C(=O)c2ccc3c(Cl)c4c(nc3c2)CCCC4)CC1	5.8*	0	0.5	1	-0.5	-4	-1.2	2	-7	0.9	-5
Cc1ccc(S(=O)(=O)NCC(=O)NCC(=O)N2CCC(C)CC2)cc1	-0.4	1	-1.6	-10	-1.2	3	-0.5	1	-23	2.2	1
Cc1ccc(-c2c(C(=O)c3ccccc3)[nH]c(N)c2C(=O)NCCc2c[nH]c3ccccc23)cc1	1.9	-1	nt	1	1.9	-2	0.5	-9	-3	5.9	-1
O=[N+]([O-])c1cc([N+](=O)[O-])c(Oc2ccc(Br)cc2Br)cc1NN1CCCCC1	0.2	1	1.2	-6	-0.8	-1	-1.2	0	0	1.5	-1
Cc1ccc(C(=O)OCC(=O)N2CCNC2=O)c(C)c1	6.9*	7	3.6	-3	3.8	-5	-0.6	2	-5	8.8	-5
Cc1csc(NC(=O)CSc2sc3c(O)cc(=O)[nH]c3c2C#N)n1	-0.1	0	-1.0	52*	6.6*	-8	0.3	-8	-53	0.2	-5
Cc1ccc(-n2c(C)cc(C(=O)CN3CCCCC3)c2C)cc1	-0.4	-2	2.0	-3	0.2	-5	-0.8	-2	-1	6.8	-1
Cc1cccc(C)c1OCCSc1nc2ccccc2n1CC(=O)O	0.3	1	-0.1	3	-0.9	0	-1.6	1	-1	0.8	-2
CCC(C)c1ccc(Nc2ncccc2C#N)cc1 (stereo not given)	0.1	5	0.8	6	7.7*	5	-0.1	-18	-26	7.2	-7
C/C(=N\Nc1nnc(-c2ccccc2)c(-c2ccccc2)n1)c1cccc([N+](=O)[O-])c1	0.3	-4	0.0	-3	2.1	4	-1.5	-2	-1	-1.7	-4
O=C(NCC(=O)N1CCCC1)c1ccccc1F	0.1	1	1.2	2	-0.4	4	0.3	-2	-7	3.8	-1
NC(=S)N/N=C1\CC(c2ccc3c(c2)OCCO3)Oc2ccc(F)cc21 (stereo not given)	-0.1	-6	-1.4	4	0.3	0	-1.2	-1	-10	0.6	-3
COC(=O)CSc1ncc(OC)c(OC)n1	-0.5	2	0.1	-1	-0.9	-2	-1.3	-1	1	2.7	1
CN(C)c1cc[n+](CC(=O)c2cccs2)cc1	0.0	0	0.5	-1	-0.3	6	-1.2	-5	-7	-2.1	-4
Cc1ccccc1NC(=O)COC(=O)CCC(=O)c1cccs1	0.4	-1	0.1	2	-0.6	3	-0.7	0	-7	5.0	2
Cc1cc(C)nc(N2N=C(CSc3ccc(Cl)cc3)CC2=O)n1	1.1	-1	1.4	2	-1.0	1	-2.0	-1	-8	-1.2	1
CN1C(=O)C2(OCCCO2)c2cc(Cl)ccc21	0.1	0	1.6	-2	-2.6	-1	-1.2	4	-1	3.5	-1
Cc1ccc(NC(=O)COC(=O)Cn2nc(C)c([N+](=O)[O-])c2C)c([N+](=O)[O-])c1	0.1	0	-0.6	2	-2.2	-6	-0.2	1	-32	-0.9	-1
Cc1ccc(-c2nn(-c3ccccc3)cc2/C=C/C(=O)Nc2nccs2)cc1	-0.1	-2	0.1	2	-0.7	-2	-1.1	-2	-5	-1.6	-4
CCN(CC)S(=O)(=O)c1ccc(OC)c(NC(=O)C(C)Oc2ccc3c(C)cc(=O)oc3c2)c1 (stereo not given)	-0.6	-3	-1.5	0	-2.0	11	-1.2	-4	-7	-3.5	-14
CCc1nc2ccc(C(=O)NCC3CCCCC3)cn2c1N(CCC(C)C)CCN(C)C	0.3	-1	nt	-4	-1.6	-6	-1.1	-14	-16	-1.1	-9
CCN(CC)S(=O)(=O)c1ccc(N2CCN(S(=O)(=O)c3ccccc3)CC2)nc1	-0.4	-2	-0.6	2	0.5	-2	-0.7	-2	-4	0.7	-2
C#Cc1cccc(Nc2ncnc3cc(OCCOC)c(OCCOC)cc23)c1	-1.1	-8	nt	-1	-4.6	-2	-2.4	-110	-153	-5.4	-3

Entries listed so far that contain an aryl methoxy group, in the order listed:
SMILES	DAX1 inh-1	SMARCA2 act	DAX1 inh-2	MBD2 DNA inh	hcDAF-12 act	Rev-erbA mod	ssDAF-12 act	PLC-gamma1 inh	PLC-beta3 inh	hgDAF-12 ag	ADAM17 inh
COC(=O)CSc1ncc(OC)c(OC)n1	-0.5	2	0.1	-1	-0.9	-2	-1.3	-1	1	2.7	1
CCN(CC)S(=O)(=O)c1ccc(OC)c(NC(=O)C(C)Oc2ccc3c(C)cc(=O)oc3c2)c1 (stereo not given)	-0.6	-3	-1.5	0	-2.0	11	-1.2	-4	-7	-3.5	-14

(further entries)
SMILES	DAX1 inh-1	SMARCA2 act	DAX1 inh-2	MBD2 DNA inh	hcDAF-12 act	Rev-erbA mod	ssDAF-12 act	PLC-gamma1 inh	PLC-beta3 inh	hgDAF-12 ag	ADAM17 inh
O=C(Cn1cc2c(n1)CCCC2)Nc1ccccc1Br	-0.3	-1	0.4	0	-1.0	1	-1.2	1	4	2.2	-1
Cc1nonc1OC(C)CNCCNc1ccc([N+](=O)[O-])cc1 (stereo not given)	0.0	3	nt	-1	-0.7	6	-1.9	2	-2	-0.8	-1
Cn1cnc([N+](=O)[O-])c1NCc1ccccc1	-0.1	-4	nt	-5	-0.6	3	-0.8	4	-2	-2.7	-3
CCOc1ccccc1NC(=O)CSc1n[nH]c(=O)n1-c1ccccc1	-0.4	1	-0.6	-1	0.7	-1	-1.0	2	-5	0.3	-4
Cc1cc2c(NC(=O)Nc3ccccc3)cccc2nn1	-0.4	-4	5.4*	-6	-1.6	4	-0.5	-5	-12	-0.9	-4
CCOCCCNC(=O)Cc1c(C(=O)O)[nH]c2ccc(Cl)cc12	0.1	-1	0.5	-1	-1.6	2	-1.2	0	0	-1.6	-3
CCn1cc(/C=C/C(=O)Nc2c(C)nn(Cc3ccccc3)c2C)cn1	-0.8	-3	-0.2	1	-1.6	6	-1.1	2	-1	-2.1	1
CCCCC(=O)N[C@H]1CC[C@@]23CCCN2C(=O)CCC[C@H]3[C@H]1C	nt	nt	nt	2	0.2	-3	-1.7	-2	0	1.9	-2
COc1ccc([N+](=O)[O-])cc1NC(=O)CC(c1ccccc1)c1ccccc1	0.2	-4	-0.4	4	-2.7	-4	-1.9	3	2	-0.1	6
COc1ccc(C(=O)NCc2ccc3c(c2)OCO3)cc1S(=O)(=O)N1CCCC1	0.7	1	0.0	1	-1.1	6	-0.6	-3	-6	2.2	-4
COc1cccc(N2CCN(C(=O)C3CCC(=O)N(C4CCCCCC4)C3)CC2)c1 (stereo not given)	-2.2	-1	-0.9	-4	-1.7	1	-1.5	-1	-5	-0.5	-1
Cc1cccc(C)c1NC(=O)CSc1nnnn1-c1ccc(C(=O)O)cc1	1.1	0	0.8	0	-0.6	1	-0.9	6	5	-0.1	5
COc1ccccc1NC(=O)CSc1nc(O)cc(=O)n1C	-0.9	-2	1.2	3	0.3	-3	-1.2	3	1	-2.5	0
O=Nc1c(-c2ccccc2)[nH]n(-c2ccccc2)c1=O	-0.1	0	-1.5	-4	-0.9	6	-1.6	-1	-10	-1.6	0
CCOc1ccccc1-n1c(SCC(=O)Nc2ccccc2C(=O)O)nc2ccccc2c1=O	-1.2	-5	0.2	4	-5.9	-1	-2.2	3	-4	-12	1
Cc1ccccc1CNC(=O)c1csc([C@@H]2C[C@H](O)[C@@H](CO)O2)n1	-0.8	-2	nt	0	-0.4	3	-1.5	1	7	-1.3	1
COc1cc(OC)cc(-c2cc3nc4c(c(N5CCN(c6ncccn6)CC5)n3n2)CCCC4)c1	0.2	0	0.3	5	-1.6	2	-0.9	-58	-63	-0.8	-12
O=C(NCc1ccccc1)[C@H]1CCCN1C(=O)[C@H]1CCCN1C(=O)c1ccccc1C(F)(F)F	1.2	-6	nt	-7	1.1	-2	-0.6	5	2	-0.6	0
NNC(=O)CS(=O)(=O)CS(=O)(=O)CC(=O)NN	0.1	1	-1.5	0	-0.9	-5	-0.1	2	-6	-2.4	1
CCn1cc(C(=O)NC(=S)Nc2ccccc2[N+](=O)[O-])cn1	-0.7	-1	0.1	1	-0.3	-3	-0.8	0	-2	-0.5	2
